RPL19A TOR yeast: alters RPL19A-GFP fluorescence in TOR pathway yeast screen | percent response vs DMSO, % at 10 µM | 330,000 compounds, 0.3% hits | S. cerevisiae RPL19A-GFP strain, flow cytometry, 3 h; active compounds read low | AID 2025;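 active = percent response vs DMSO below 50%; inconclusive = fewer than 70 events counted for the yeast strain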;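 note: median channel GFP fluorescence of the barcoded RPL19A-GFP strain; ratio of sample median GFP to plate DMSO average so 100% = DMSO; lower means less RPL19A-GFP as with rapamycin TOR inhibition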
MEP2 TOR yeast: yeast TOR pathway MEP2-GFP modulation. S. cerevisiae MEP2-GFP strain, flow cytometry GFP, 3 h; 100% = DMSO control level. 330,000 compounds, 0.51% hits. AID 2016. GFP response vs DMSO, % at 10 µM;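 active = GFP response versus DMSO above a set limit, roughly screen mean plus 3 SD, cut at about 180% in these data; inconclusive = fewer than 70 cells counted for a yeast strain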;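 note: median GFP fluorescence of the barcode-gated MEP2-GFP cells per well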
CIT2-GFP yeast: yeast TOR pathway CIT2-GFP modulation; S. cerevisiae CIT2-GFP strain, flow cytometry, 3 h; 100 means same as DMSO wells; GFP response vs DMSO, % at 10 µM; 320,000 compounds, 0.065% hits;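 active = GFP response relative to DMSO above a set limit, near the screen mean plus 3 SD, cut at about 150% in these data; inconclusive = Fewer than 70 cells measured for a yeast strain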;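 note: ratio of well median GFP fluorescence to mean of DMSO wells on the plate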
GASC-1 inh: inhibitors of human GASC-1 (JMJD2C) demethylase; Q9H3R0; GST-JMJD2C(1-420) H3K9me3 demethylation, DELFIA europium; inhibition, % at 2.35 µM; 330,000 compounds, 0.069% hits; AID 2099;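 active = more than half of a compound's replicate wells show inhibition beyond 50%, single wells judged on their own value; inconclusive = some, but no more than half, of replicates pass 50% inhibition; inactive = no replicate passes 50% inhibition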;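 note: signal counts dimethyl H3K9 product captured on neutravidin plate; 0% = median of DMSO wells and 100% = 0.3 times that DMSO median; strong numbers were not always called active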
Target sequence (Q9H3R0 1-420 limits assumed): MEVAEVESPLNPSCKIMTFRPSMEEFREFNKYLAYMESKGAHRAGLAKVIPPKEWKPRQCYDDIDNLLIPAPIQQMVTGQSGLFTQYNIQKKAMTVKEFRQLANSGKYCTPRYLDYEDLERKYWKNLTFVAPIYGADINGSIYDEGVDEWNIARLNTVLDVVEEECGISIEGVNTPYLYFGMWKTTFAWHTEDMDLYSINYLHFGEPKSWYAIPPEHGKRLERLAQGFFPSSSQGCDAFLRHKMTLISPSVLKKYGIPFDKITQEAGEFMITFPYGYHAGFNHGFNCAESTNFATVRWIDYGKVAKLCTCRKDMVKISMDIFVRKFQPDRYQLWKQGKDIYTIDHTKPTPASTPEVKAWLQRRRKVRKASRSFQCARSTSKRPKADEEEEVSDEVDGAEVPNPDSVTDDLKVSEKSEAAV
AGP1 TOR yeast: alters AGP1-GFP fluorescence in TOR pathway yeast screen | S. cerevisiae AGP1-GFP multiplex flow cytometry, 3 h; GFP as percent of DMSO wells | 320,000 compounds, 0.02% hits | GFP response vs DMSO, % at 10 µM;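 active = GFP response relative to DMSO above a set limit, near screen average plus 3 SD, cut at about 150% in these data; inconclusive = fewer than 70 cells counted for the yeast strain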;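 note: median GFP channel fluorescence of the gated AGP1 strain per well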
GRK2 inh: human GRK2 inhibition via aptamer displacement | P25098 | inhibition of aptamer binding, % at 10 µM | bead flow cytometry, FAM-aptamer displacement from GRK2 | 330,000 compounds, 0.59% hits;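 active = inhibition of aptamer binding above 40%, roughly 3 SD of noise, on plates passing a quality check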;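 note: median bead fluorescence of bound FAM aptamer so fluorescent compounds give negative values; no value below 0 was filed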
Target sequence (P25098 whole entry, looked up): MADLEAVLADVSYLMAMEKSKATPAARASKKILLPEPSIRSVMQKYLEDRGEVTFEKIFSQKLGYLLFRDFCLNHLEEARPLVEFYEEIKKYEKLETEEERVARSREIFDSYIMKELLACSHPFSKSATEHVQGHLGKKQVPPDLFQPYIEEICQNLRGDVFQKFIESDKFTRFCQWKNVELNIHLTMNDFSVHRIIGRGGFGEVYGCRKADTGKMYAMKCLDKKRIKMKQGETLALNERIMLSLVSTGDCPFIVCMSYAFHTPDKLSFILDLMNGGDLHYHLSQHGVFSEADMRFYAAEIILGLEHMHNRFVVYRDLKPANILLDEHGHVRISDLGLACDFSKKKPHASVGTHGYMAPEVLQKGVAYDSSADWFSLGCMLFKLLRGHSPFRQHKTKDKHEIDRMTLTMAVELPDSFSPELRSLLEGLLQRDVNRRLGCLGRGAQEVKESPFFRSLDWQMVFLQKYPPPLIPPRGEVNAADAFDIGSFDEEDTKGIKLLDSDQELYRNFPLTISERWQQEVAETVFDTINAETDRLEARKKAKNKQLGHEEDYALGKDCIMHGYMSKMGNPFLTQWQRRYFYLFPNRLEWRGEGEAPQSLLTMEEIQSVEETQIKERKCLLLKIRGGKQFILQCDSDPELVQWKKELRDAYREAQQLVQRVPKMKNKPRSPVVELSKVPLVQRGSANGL
VLA-4 inh: inhibition in a human VLA-4 binding assay. VLA-4 expressing cells, ligand binding flow cytometry. P13612. 330,000 compounds, 0.2% hits. inhibition, % (about 7 µM as worked out from the volumes in the protocol). AID 2557; in the data active = inhibition above about 50%
LAP4 TOR yeast: modulators of TOR pathway LAP4-GFP in S. cerevisiae; S. cerevisiae LAP4-GFP multiplex, flow cytometry GFP, 3 h; median GFP as percent of DMSO wells; GFP response vs DMSO, % at 10 µM; 320,000 compounds, 0.34% hits;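 active = GFP response vs DMSO above a set limit, about the screen mean plus 3 SD, cut at about 150% in these data; inconclusive = under 70 cell events counted for the yeast strain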
Active calls of the source: *; ? = inconclusive; · = not tested or not shown; & = joins results of further samples; [ ] = remark or other dose.

SMILES	RPL19A TOR yeast	MEP2 TOR yeast	CIT2-GFP yeast	GASC-1 inh	AGP1 TOR yeast	GRK2 inh	VLA-4 inh	LAP4 TOR yeast
CCN(CC)C(=S)SCC(=O)Nc1nc(-c2ccccc2)c(-c2ccccc2)o1	98	93	91	3	93	5	-1	84
COc1ccc(C2CC(=O)N3CN(c4ccc(C)c(Cl)c4)CSC3=C2C#N)cc1OC (stereo not drawn)	98	100	97	2&4	98	2	22	100
CC(C)CC(=O)Nc1cccc(C(C)O)c1 (stereo not drawn)	106	105	104	-2	107	1	-9	108
CC(=O)N1N=C(c2cccc([N+](=O)[O-])c2)OC1(C)CC(=O)Nc1ccccc1 (stereo not drawn)	94	93	91	-5	102	0	0	113
CC(C)N(Cc1ccccc1)C(=O)COC(=O)c1c(F)cccc1F	112	113	105	11	112	0	-25	130
Cc1nn(-c2ccc(Cl)cc2)c(=O)c2c(C)noc12	108	107	·	-2	·	0	5	·
C=CCOc1ccc(NC(=O)C(=O)NCCCn2ccnc2)cc1	98	101	96	-4	101	1	6	102
Cc1cccc(NC(=O)c2ccc(S(=O)(=O)N3CCOCC3)cc2)n1	100	97	114	-29	97	2	-19	96
COCCCNC(=S)N1CCC(C(=O)c2ccc3c(c2)OCCO3)CC1	108	108	109	-13	104	3	-6	116
Cc1ccccc1CSc1nnc(Cn2c(=O)sc3ccccc32)n1C	100	114	100	-1	100	0	17	99
CN1CCCN(C(=O)c2ccc(Cl)cc2)CC1	102	105	101	-12	98	0	1	99
COc1ccc(-n2cc(CNCCN3CCOC3=O)c(-c3ccccc3Cl)n2)cc1	99	101	100	8	108	0	0	111
COc1ccc(N(C(C)C(=O)N2CCC(Cc3ccccc3)CC2)S(C)(=O)=O)cc1 (stereo not drawn)	?	?	89[may fluoresce red]	-38	?	5	5	?
CCOC(=O)N1CCN(CC(=O)c2ccc(O)c(C)c2O)CC1	100	110	110	4	104	0	4	100
CN1C(=O)S/C(=C/c2ccccc2OCc2ccc(C(=O)O)cc2)C1=O	90	97	85	-5	89	0	-2	94
COc1ccc2nc(NC(=O)CN3C(=O)NC4(CCCC4)C3=O)sc2c1	98	101	99	12	108	0	-6	98
Cn1c(=O)oc2cc(S(=O)(=O)N3CCN(c4ccccn4)CC3)ccc21	103	104	99	-8	104	0	19	109
CCOCCCNC(=O)c1cccc(OC2CCN(S(C)(=O)=O)CC2)c1	105	102	104	-5	101	0	5	94
O=C(CN1C(=O)CCC1=O)Nc1cccc2c1C(=O)NC2=O	107	104	104	-4	93	2	-1	94
CCOc1ccccc1NC(=O)c1ccc2c(=O)n3c(nc2c1)CCCCC3	95	95	102	2	97	0	-4	108
CCOc1ccccc1NS(=O)(=O)c1ccc(Br)s1	94	93	96	7	88	2	22	100
CCCCc1cc(=O)oc2c(C)c(OCC(=O)N3CCCC3)ccc12	99	99	91	1	97	4	-6	100
COc1cc(NC(=O)CN2CCN(c3ccccc3O)CC2)c(C)cc1[N+](=O)[O-]	95	99	93	-9	99	0	8	93
COc1ccc(OC)c(NC(=O)CSc2nnc(Cc3cccn3C)n2CCc2ccccc2)c1	103	106	103	-5	110	2	8	107
COCC(C)n1c(-c2ccc3c(c2)NC(=O)CO3)csc1=Nc1ccc(OC(F)F)cc1 (stereo not drawn)	98	87	·	-19	91	0	27	91
Going on with the list.
SMILES	RPL19A TOR yeast	MEP2 TOR yeast	CIT2-GFP yeast	GASC-1 inh	AGP1 TOR yeast	GRK2 inh	VLA-4 inh	LAP4 TOR yeast
CC(=O)c1c(C)[nH]c(C(=O)CSc2nc3ccc(C)cc3[nH]2)c1C	103	129	120	-11	107	0	9	110
Nc1nc(NCc2ccccc2)nc(Nc2cccc(F)c2)c1[N+](=O)[O-]	88	86	92	12	85	0	8	82
Cc1ccc(CN2C(=NC(=O)CCC(=O)O)SC3CS(=O)(=O)CC32)cc1 (stereo not drawn)	97	99	94	6	102	4	5	107
Cc1cccc(NC(=O)COC(=O)C2C3CC4OC(=O)C2C4C3)c1C (stereo not drawn)	99	93	103	14	100	0	-10	100
Cc1c(C(=O)N2CCOCC2)sc(NC(=O)C(C)C)c1C#N	105	103	113	4	101	4	8	91
Cn1nc(C(=O)N2CCN(c3ccccc3)CC2)c2c1-c1ccccc1S(=O)(=O)C2	94	96	93	2	96	0	24	90
CS(=O)(=O)N(CC(=O)Nc1ccccc1Sc1ccccc1)C1CCCCC1	98	102	99	-22	95	4	-3	88
O=C(NCc1nnnn1-c1ccc(F)c(F)c1)c1ccc2ccccc2c1	97	97	84	-8	84	1	4	100
O=C(CN1CCN(Cc2ccccc2Cl)CC1)N/N=C/C=C\c1ccccc1[N+](=O)[O-]	109	110	91	1	34	0	2	94
O=C(NCCN1CCNC1=O)C1CCC(=O)N(CCc2ccccc2)C1 (stereo not drawn)	107	106	109	3	97	0	2	92
CCCCCCn1c(N)c(C#N)c2ccc([N+](=O)[O-])cc2c1=O	97	99	97	2	105	0	0	110
Cc1ccc(NC(=O)COC(=O)CCc2c(C)nc3ncnn3c2C)cc1	104	105	110	1	105	0	-3	105
CCOc1ccc(NC(=O)C(C)SC(N)=O)cc1 (stereo not drawn)	97	104	97	7	95	1	35	96
CCC(=O)Nc1ccccc1C(=O)N1CCCC1	97	94	85	4	100	0	-1	92
O=C(NC(=S)Nc1ccc(F)c(Cl)c1)C1CC1	95	99	96	-5	96	3	4	104
O=C(N/N=C/C1CC=CCC1)c1cc(Br)ccc1O (stereo not drawn)	103	106	93	-10	103	0	7	100
Cc1ccccc1C(=O)O/N=C(\c1ccccc1)c1ccccn1	103	109	96	-7	101	0	-3	104
CCOc1cc(/C=C(/C#N)c2ccc(F)cc2)ccc1OCc1ccc(C(=O)O)o1	103	101	89	-2	93	2	-2	112
COc1ccc(OC)c(S(=O)(=O)Nc2cc3c4c(c2)CCN4C(=O)CC3)c1	100	106	102	5	108	1	13	102
COc1ccccc1Nc1ccc(NC(=O)c2cccc([N+](=O)[O-])c2C)cc1	104	107	99	-5	96	0	14	98
COc1ccc(CCNC(=O)C2CCN(Cc3nc(-c4ccccc4C)oc3C)CC2)cc1OC	98	101	86	1	110	0	-4	78
COc1cc(C(=O)NNC(=O)C2CC2)cc(OC)c1OC	?	?	95[may fluoresce red]	-14	?	2	-10	108[may fluoresce red]
Cc1noc(C)c1S(=O)(=O)N(C)C[C@H]1Oc2ccc(NC(=O)CCC(F)(F)F)cc2C(=O)N([C@H](C)CO)C[C@@H]1C	102	100	91	5	93	3	-1	97
COCC1CCN(Cc2cn[nH]c2-c2cc3ccccc3o2)C1 (stereo not drawn)	103	103	89	-9	94	1	9	95
O=C(CC1(O)C(=O)N(CCc2ccccc2)c2ccccc21)c1ccco1 (stereo not drawn)	103	102	104	19	101	2	4	99
Continuation:
SMILES	RPL19A TOR yeast	MEP2 TOR yeast	CIT2-GFP yeast	GASC-1 inh	AGP1 TOR yeast	GRK2 inh	VLA-4 inh	LAP4 TOR yeast
COc1ccc(/C=C/C(=O)Nc2cc(F)ccc2C)cc1S(=O)(=O)N1CCOCC1	88	90	93	-7	91	6	-7	99
COc1cc(/C=N/Nc2nc3ccccc3o2)cc(OC)c1O	106	108	119	3	107	8	-1	90
C[C@H](CO)N1C[C@H](C)[C@@H](CN(C)C(=O)Nc2ccc(C(F)(F)F)cc2)Oc2ccc(NC(=O)Nc3ccc4c(c3)OCO4)cc2C1=O	88	80	91	·	78	0	11	94
CCN1CCN(CCNC(=O)CSCc2nc(-c3ccc(OC)c(OC)c3)oc2C)CC1	102	101	115	9	104	0	-13	101
COC(=O)c1c(C)oc(C)c1S(=O)(=O)NCc1cccs1	100	95	100	2	105	1	-12	108
CC(C)CCNC(=O)CN(C(=O)CCC(=O)Nc1nccs1)c1ccc2c(c1)OCCO2	103	103	101	13	101	0	-11	93
Cn1nnc(NC(=O)COc2ccc(C3CCCCC3)cc2)n1	97	100	97	-27	98	0	0	101
O=c1[nH]cnc2c1C(c1ccccc1[N+](=O)[O-])c1c(nc[nH]c1=O)O2	101	99	99	-7	102	4	3	100
Cc1cc(C)nc(N/C(=N\S(=O)(=O)Cc2ccccc2)Nc2ccccc2Br)n1	99	100	95	1	96	2	6	94
CCCNC(=S)N1CCC(NC(=O)Nc2ccc(C)cc2)CC1	100	99	98	9	98	0	16	109
Cc1cc(=O)[nH]c(SCC(=O)NC2CCCCC2)n1	97	97	102	-8	98	0	-1	92
Cc1ccc(NC(=O)Nc2cccnc2)cc1Cl	102	101	98	1	99	0	-6	94
CC(NC(=O)C(=O)NCCC1=CCCCC1)c1ccccc1 (stereo not drawn)	104	101	108	4	103	12	6	100
COc1ccccc1CNCc1cc(Br)ccc1OC	96	106	91	7	99	0	-1	107
NC(=O)CC(NC(=O)Cc1cccc2ccccc12)c1ccc(NC2CCC2)c([N+](=O)[O-])c1 (stereo not drawn)	94	89	72	-1	78	1	-12	98
O=C1OCC2=C1C(c1ccccc1)CC(=O)N2c1ccccc1 (stereo not drawn)	99	101	102	-9	97	0	-1	96
Cc1cc(/C=C2/NC(=O)NC2=O)c(C)n1-c1cccnc1	99	98	97	3	103	10	-2	104
CCCCNC(=S)N1CCC(Cc2ccccc2)CC1	107	106	86	-17	85	7	2	91
C1CSC2(N1)C1CC3CC2CC(C1)C31NCCS1 (stereo not drawn)	95	101	98	3	98	0	-20	95
C=C1CCN([C@H](C(=O)NCc2ccco2)C(C)C)S(=O)(=O)c2ccccc21	102	94	100	-4	91	6	11	126
CC(=O)Cc1nsc(NC(=O)c2ccc(-c3ccc(Cl)c(C(F)(F)F)c3)o2)n1	94	90	92	1	89	0	5	86
Cc1cc(C)nc(N2CCC(C(=O)NNC(=O)c3ccc(Cl)cc3)CC2)n1	96	96	102	-1	108	0	0	104
CCOC(=O)c1c(NC(=S)Nc2ccc(OC)cc2)sc2c1CCC2	102	100	100	5	103	6	20	103
O=c1c2ccccc2n(CC(O)CN2CCCCC2)c2ccccc12 (stereo not drawn)	32*[may fluoresce violet]	169[may fluoresce violet]	?	4	?	1	-2	76[may fluoresce violet]
CCOc1ccc2nc(N=NC3=C(O)CC(C)(C)CC3=O)sc2c1	99	109	98	-8	95	0	27	100
The listing continues:
SMILES	RPL19A TOR yeast	MEP2 TOR yeast	CIT2-GFP yeast	GASC-1 inh	AGP1 TOR yeast	GRK2 inh	VLA-4 inh	LAP4 TOR yeast
CCOc1cc(N(CC)CC)ccc1/C=C(/C#N)c1nc2ccccc2[nH]1	98	99	101	-9	101	0	-181	97
COc1ccc(NC(=O)CSc2nnc(CN3CCOCC3)n2-c2ccccc2)cc1Cl	94	96	97	-17	96	2	14	98
CC(C)NC(=S)N1CCN(c2ncccn2)CC1	98	98	99	4	105	1	4	94
Cc1cccc(N2CCN(C(=O)NC3CCCCC3)CC2)c1C	105	116	105	2	106	1	-7	95
CC(=O)N1CC=CC1(C)C(=O)O (stereo not drawn)	96	98	98	-27	98	1	1	92
N#Cc1nc(COc2cccc(Cl)c2)oc1N1CCCC1	96	105	81	0	97	4	30	128
CCOc1ccc(NS(=O)(=O)c2ccc(NC(=S)NC(=O)C(C)C)cc2)cc1	102	94	97	-1	105	0	10	97
CS(=O)(=O)c1ccc(Cl)c(NC(=O)CCNC(=O)c2ccco2)c1	100	100	103	-4	101	0	2	96

Assay outcomes (PubChem)
